UGM FP inh: inhibitors of M. tuberculosis UDP-galactopyranose mutase; P9WIQ1; purified UGM, fluorescence polarization probe displacement; 0.06% of 320,000 active; inhibition, % at 10 µM; in the data active = inhibition above about 10%, passing the limit was not always enough; inconclusive = no clear call, values can overlap the other calls
FBA Mtb inh: inhibitors of M. tuberculosis fructose-bisphosphate aldolase. 2.3% of 360,000 active. inhibition, % at 1 µM. P9WQA3. purified M. tuberculosis FBA, fluorescence read-out; in the data active = inhibition above about 27%;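 note: 0% = vehicle and 100% = reference inhibitor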
Target sequence (P9WQA3 whole entry, looked up): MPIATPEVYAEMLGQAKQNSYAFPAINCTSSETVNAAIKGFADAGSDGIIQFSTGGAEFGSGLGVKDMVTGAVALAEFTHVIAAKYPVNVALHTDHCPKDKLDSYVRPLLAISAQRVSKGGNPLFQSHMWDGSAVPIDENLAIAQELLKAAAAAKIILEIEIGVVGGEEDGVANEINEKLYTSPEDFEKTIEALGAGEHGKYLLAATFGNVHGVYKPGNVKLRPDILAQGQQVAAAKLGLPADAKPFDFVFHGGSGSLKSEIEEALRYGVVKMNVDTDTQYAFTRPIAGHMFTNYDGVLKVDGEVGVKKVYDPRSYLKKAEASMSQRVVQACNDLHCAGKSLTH
GDH-TPI inh: GDH-TPI coupled enzyme inhibition counter-screen. 1.2% of 360,000 active. inhibition, % at 4.8 µM. GDH-TPI coupled enzyme counterscreen, NADH absorbance. AID 588335; in the data active = inhibition above about 30%;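 note: 0% = DMSO wells and 100% = wells lacking the enzyme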
BoNT-F LC inh: BoNT F light chain protease inhibition | Multiplex microsphere protease cleavage assay, flow cytometry | 0.22% of 360,000 active | inhibition, % at 10 µM; in the data active = inhibition above about 35%, passing the limit was not always enough; inconclusive = no clear call, values can overlap the other calls; note: plate controls were buffer without enzyme for full effect and enzyme alone for no effect
Rv3671c protease: inhibitors of M. tuberculosis serine protease Rv3671c; P9WHR9; inhibition, % at 5.96 µM; 0.048% of 320,000 active; AID 2606; in the data active = inhibition above about 38%;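 note: extracellular domain of Rv3671c used as enzyme; 0% = enzyme with DMSO and 100% = no enzyme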
Target sequence (P9WHR9 whole entry, looked up, the tested form may be a part): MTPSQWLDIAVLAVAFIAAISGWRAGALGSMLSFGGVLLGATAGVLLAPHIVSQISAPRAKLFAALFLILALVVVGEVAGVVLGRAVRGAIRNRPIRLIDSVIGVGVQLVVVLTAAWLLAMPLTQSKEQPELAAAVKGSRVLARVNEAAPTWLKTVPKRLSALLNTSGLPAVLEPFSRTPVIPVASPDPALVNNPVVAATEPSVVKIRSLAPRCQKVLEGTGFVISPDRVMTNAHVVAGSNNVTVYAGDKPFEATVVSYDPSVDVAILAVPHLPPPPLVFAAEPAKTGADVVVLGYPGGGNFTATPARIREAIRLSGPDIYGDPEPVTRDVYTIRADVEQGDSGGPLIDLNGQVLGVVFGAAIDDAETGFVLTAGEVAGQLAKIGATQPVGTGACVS
BioA inh: inhibitors of Mycobacterium tuberculosis BioA enzyme; 0.096% of 360,000 active; AID 602481; purified M. tuberculosis BioA enzyme, plate reader; inhibition, % at 9.99 µM; in the data active = inhibition above about 40%; inconclusive = no clear call, values can overlap the other calls
PrPC TRFRET: reduces human prion protein on the cell surface; cell surface PrPC, TR-FRET read-out; inhibition, % at 13.8 µM; 0.43% of 370,000 active; AID 720596; in the data active = inhibition above about 24%; note: 0% = median of the test wells and 100% = reference compound wells
FadD28 binding: inhibitors of Mycobacterium tuberculosis FadD28 bisubstrate binding. inhibition, % at 12.5 µM. FadD28 bisubstrate probe binding, fluorescence polarization. 0.22% of 360,000 active; in the data active = inhibition above about 8.5%, passing the limit was not always enough; inconclusive = no clear call, values can overlap the other calls
MazEF act: increases E. coli MazEF RNase cleavage of RNA; FAM/BHQ RNA-DNA oligo cleavage fluorescence, 5 h; activation, % at 20 µM; 0.32% of 350,000 active; AID 504720; in the data active = activation above about 50%
Target sequence (P0AE70 whole entry, looked up): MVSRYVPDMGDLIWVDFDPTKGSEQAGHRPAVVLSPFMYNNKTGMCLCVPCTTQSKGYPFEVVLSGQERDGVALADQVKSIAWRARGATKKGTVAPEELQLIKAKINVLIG
Numbers without * were called inactive; ? = inconclusive; nt = not tested or not shown.

SMILES	UGM FP inh	FBA Mtb inh	GDH-TPI inh	BoNT-F LC inh	Rv3671c protease	BioA inh	PrPC TRFRET	FadD28 binding	MazEF act
O=C(Nc1ccccn1)Nc1ccccc1[N+](=O)[O-]	-3.0	6	5	-26	2	-0.4	-12	-2.5	-6
CN(C)C(CNC(=O)CCCOc1ccccc1)c1ccco1 (stereo not given)	1.4	-2	14	-2	1	-0.1	-1	1.1	0
Cc1ccc2[nH]c3c(=O)n(CC(=O)NCc4ccco4)ncc3c2c1	1.0	16	3	nt	-33	-4.3	3	-3.5	-46
CCCNC(=O)NCCc1c(C)[nH]c2ccccc12	-0.7	7	13	-2	7	-1.0	-15	-1.1	10
COc1ccc(N2CCN(C(=O)CCC(=O)N3Cc4ccccc4Oc4ncccc43)CC2)cc1	-0.4	-1	1	4	-11	0.9	-2	-2.5	5
CCOC(=O)c1c(-c2ccc(C)cc2)csc1NC(=O)c1ccc(N2C(=O)CCC2=O)cc1	2.3	1	4	2	-8	nt	-1	1.4	6
O=C(NCCCN1CCCCC1)c1ccc2c(c1)NC(=O)C(N1CCOCC1)S2 (stereo not given)	-1.4	0	-8	2	-1	-1.2	3	-3.3	5
COc1ccc(-n2nnnc2C(c2cccc(OC)c2OC)N2CCC(n3c(=O)[nH]c4ccccc43)CC2)cc1 (stereo not given)	nt	-2	nt	2	nt	1.5	-3	-3.9	nt
COc1ccc(NC(=O)COC(=O)C23CC4CC(CC(NC(C)=O)(C4)C2)C3)cc1S(=O)(=O)N1CCOCC1	-0.1	4	2	-1	-2	2.6	3	-0.5	12
CC(=O)NC(CC(=O)Nc1nc(-c2ccccc2)c(C(C)=O)s1)c1ccccc1 (stereo not given)	2.7	1	-2	3	-12	2.1	-2	-6.4	-10
CNC(=O)c1ccc(N(Cc2ccccc2)S(C)(=O)=O)cc1	5.5	3	-3	16	3	0.6	-3	-0.7	18
Cc1nnn(-c2nonc2N)c1C(=O)N/N=C/c1ccccc1O	-0.8	-1	6	-2	2	nt	1	-4.1	-33
Cc1[nH]n(-c2ccccc2)c(=O)c1C(=O)c1cccc(F)c1	1.4	1	2	-5	-9	nt	3	1.3	5
C=CCOC(=O)C1C(C(=O)O)C2(Cl)C(Cl)=C(Cl)C1(Cl)C2(Cl)Cl (stereo not given)	nt	1	4	4	nt	0.0	-3	2.6	0
COc1ccc(C(=O)COc2ccc(F)cc2)c(O)c1C	-0.4	-5	3	-2	-6	-0.5	nt	-1.7	4
COc1ccc(S(=O)(=O)N2CCOCC2)cc1NC(=O)COC(=O)c1[nH]c(C)c(C(C)=O)c1C	-0.7	5	7	10	-6	-0.5	-2	-3.3	13
O=C(N=C1SC2CS(=O)(=O)CC2N1c1c(Cl)cccc1Cl)C1CC1 (stereo not given)	0.8	3	8	-5	-10	0.7	0	-0.5	2
O=C(O)CCC(=O)c1cccc2ccccc12	0.1	0	-3	-9	-3	-0.7	1	-1.1	-4
CSc1ccc(/C=C(\C(=O)O)c2ccc(S(=O)(=O)N3CCCCC3)s2)cc1	1.3	37*	29	-2	-2	nt	9	-1.7	-2
Cc1cc(N)cc(C)c1-c1c(Br)cc(N)cc1Br	nt	-3	-1	-8	nt	-1.1	8	0.4	14
O=C(COc1ccc2ccc(=O)oc2c1)NCCCN1CCCC1=O	-2.5	14	11	0	8	2.1	0	-1.8	6
CN(C)c1ccc(C(=O)OCC(=O)NC2CCCCC2)cc1	0.3	2	20	-13	-7	-1.8	8	-1.9	-3
O=C(CC(C(=O)O)P(=O)(c1ccccc1)c1ccccc1)c1ccc(Br)cc1 (stereo not given)	-1.3	3	-1	-4	-2	0.2	-3	0.0	2
CC(C)CNC(=O)CSc1nnc(-c2cccc(S(=O)(=O)N3CCCCC3)c2)o1	0.0	5	-1	-4	-1	-2.4	1	-3.5	4
O=C(NCCN1C(=O)S/C(=C\c2ccc(Cl)cc2Cl)C1=O)C1=COCCO1	1.9	-3	26	?	1	0.2	4	1.2	4
Nn1c(SCC(=O)N2CCCC2)nnc1-c1cccs1	nt	2	11	-8	nt	1.9	-3	0.9	4
CN(Cc1nc(-c2cnccn2)no1)Cc1n[nH]c2c1CCCCC2	-0.4	0	0	2	10	nt	-1	-1.1	4
COc1ccc(/C=C2\SC(=N)N(c3nccs3)C2=O)cc1OC	3.0	-5	17	-3	-4	nt	-3	-0.1	6
COCC(=O)N(CCc1ccc(OC)cc1)Cc1nc2ccccc2c(=O)[nH]1	-0.8	-2	-10	?	-4	-1.1	0	-3.8	2
COc1ccc(C(=O)CC2C(=O)N(C)C(=O)N(C)C2=O)cc1	-1.6	-2	7	20	2	0.5	1	-0.8	1
C/C(=N\NS(C)(=O)=O)c1ccccc1	-0.7	0	3	2	-1	-0.3	3	-1.9	1
CN(Cc1ccccc1)C(=O)COC(=O)CCN1C(=O)C2CC=CCC2C1=O (stereo not given)	-1.5	1	-6	-6	2	0.8	-1	0.0	7
COc1cc2c(cc1C=O)OC(C)C2 (stereo not given)	-0.7	10	3	2	-3	nt	-1	-2.3	2
O=C(CNC(=O)N1CC(=O)Nc2ccccc21)NCc1ccccc1	-1.8	3	0	-4	-2	-0.7	-7	-3.4	5
CC1CCCCC1NC(=O)COC(=O)c1ccc2ncsc2c1 (stereo not given)	0.0	-3	-3	-1	-5	-1.6	5	-1.2	9
CC(=O)Cn1c2ccccc2n2nc(CCC(=O)O)c(=O)nc12	1.7	26	4	-2	-5	-4.1	-3	-0.8	2
O=C(CSc1nnc(-c2ccccc2)o1)Nn1cnnc1	0.7	5	11	8	5	-0.6	5	-2.0	3
CCOC(=O)CCc1c(C)nc2cc(-c3ccc(Cl)cc3)[nH]n2c1=O	4.9	0	8	22	2	-8.6	-2	0.8	4
CCN1CCN(c2ccc(S(=O)(=O)N3CCOCC3)cc2NC(=O)C(C)Oc2ccc(Cl)cc2)CC1 (stereo not given)	-3.4	0	-6	-12	3	nt	-8	-1.1	8
O=S(=O)(c1ccccc1)N1CCN(C/C=C/c2ccccc2)CC1	2.5	0	-3	0	3	-1.2	-4	-0.8	3
Cc1cc(C)cc(NC(=S)NCc2cccs2)c1	0.9	-1	7	0	-25	2.5	4	-1.6	0
Cc1c(C(=O)O)c(=S)sn1CCOc1ccccc1	nt	0	30	-16	nt	1.5	0	-0.2	-7
CC1CCN(c2ccc(NC(=O)Cc3ccccc3)cc2)CC1	-0.5	-2	5	-36	13	nt	0	-3.3	-13
CCOc1ccc(S(=O)(=O)NCc2ccccc2Cl)cc1C(N)=O	-1.1	-1	1	-4	-4	nt	-2	-1.4	9
O=C(Cc1ccc(Cl)cc1)c1ccc(O)cc1	-0.2	-3	8	-3	0	nt	1	-0.6	-4
CC(=O)Nc1ccc2c(c1)C(C)(C)C(C)N2C (stereo not given)	0.4	nt	nt	nt	-169	nt	4	nt	-9
C#Cc1ccc([C@@H]2C=C(C(=O)OCC=C)O[C@H](OCc3ccc(CO)cc3)C2)cc1	1.8	4	9	6	-18	-0.6	-2	-0.9	-7
CCOc1cc(/C=N/NC(=O)CN2CCCCC2)ccc1OCc1cccc(Cl)c1	-2.5	-9	5	-2	-10	-0.7	-5	-4.3	7
Cc1ccc(C)c(OCC(=O)Nc2ccc(S(=O)(=O)Nc3ncccn3)cc2)c1	0.7	1	-4	-2	-8	-0.2	-4	nt	6
O=C(c1ccc(S(=O)(=O)Cc2ccccc2Cl)c([N+](=O)[O-])c1)N1CCN(c2ccccn2)CC1	-0.4	-1	-6	-5	7	-0.3	-22	-2.7	7
(list continues)
SMILES	UGM FP inh	FBA Mtb inh	GDH-TPI inh	BoNT-F LC inh	Rv3671c protease	BioA inh	PrPC TRFRET	FadD28 binding	MazEF act
Cc1ccc(S(=O)(=O)Nc2ccc3c(c2)C(=O)N([C@H](C)CO)C[C@H](C)[C@@H](CN(C)Cc2ccc(-c4ccccc4)cc2)O3)cc1	-3.4	-2	8	-9	-26	-2.9	nt	-2.1	-9
O=C(Cc1ccccc1)NNC1CC(=O)N(c2ccc(Cl)cc2)C1=O (stereo not given)	-1.3	0	4	-7	5	nt	-2	-4.1	1
COCCN(C(=S)Nc1ccc(C)cc1)C(C)c1ccco1 (stereo not given)	1.5	-1	-2	-10	6	0.2	-2	-7.9	6
Cn1c(CNC(=O)CNC(=O)c2ccc(F)cc2)cc(=O)n(C)c1=O	0.4	1	-6	1	-3	-3.6	-3	-3.4	4
COc1cccc(C2CC(c3ccc(C)cc3)n3ncnc3N2)c1 (stereo not given)	0.3	0	-12	-4	2	3.9	-4	-2.6	8
CCC(=O)Nc1sc(C(=O)OC)c(C)c1C(=O)OC	-2.7	-2	7	2	7	-1.2	3	-4.0	5
CC(=O)c1cccc(NC(=O)N2CCCC2C(=O)Nc2ccc3c(c2)OCO3)c1 (stereo not given)	1.2	1	12	-5	-7	nt	-4	-0.4	3
CC(Oc1ccc2c(-c3ccccc3)cc(=O)oc2c1)C(=O)NC(Cc1c[nH]c2ccc(O)cc12)C(=O)O (stereo not given)	3.6	-1	11	-16	9	12	-10	-1.6	0
CCCC1C(c2ccc(OC)cc2)C(C#N)(C#N)C2(C#N)CC1(N)NC2=O (stereo not given)	-0.2	8	2	1	-3	-0.6	-3	-0.1	5
Cc1cc(C)n(C(=O)CNC(=O)c2cccs2)n1	-0.4	4	13	16	-2	2.2	-2	-1.8	9

Full records as entered above:
`CCCC1C(c2ccc(OC)cc2)C(C#N)(C#N)C2(C#N)CC1(N)NC2=O` (stereo not given) is listed as UGM FP inh = -0.2; FBA Mtb inh = 8; GDH-TPI inh = 2; BoNT-F LC inh = 1; Rv3671c protease = -3; BioA inh = -0.6; PrPC TRFRET = -3; FadD28 binding = -0.1; MazEF act = 5
`O=C(Cc1ccccc1)NNC1CC(=O)N(c2ccc(Cl)cc2)C1=O` (stereo not given) is listed as UGM FP inh = -1.3; FBA Mtb inh = 0; GDH-TPI inh = 4; BoNT-F LC inh = -7; Rv3671c protease = 5; BioA inh = nt; PrPC TRFRET = -2; FadD28 binding = -4.1; MazEF act = 1
`CC(Oc1ccc2c(-c3ccccc3)cc(=O)oc2c1)C(=O)NC(Cc1c[nH]c2ccc(O)cc12)C(=O)O` (stereo not given) is listed as UGM FP inh = 3.6; FBA Mtb inh = -1; GDH-TPI inh = 11; BoNT-F LC inh = -16; Rv3671c protease = 9; BioA inh = 12; PrPC TRFRET = -10; FadD28 binding = -1.6; MazEF act = 0

(more compounds)
SMILES	UGM FP inh	FBA Mtb inh	GDH-TPI inh	BoNT-F LC inh	Rv3671c protease	BioA inh	PrPC TRFRET	FadD28 binding	MazEF act
CN(C)CCNc1c2c(nc3ccccc13)CCC2	-2.1	0	9	?	4	-1.5	-9	-1.8	5
Cc1ccc(C(=O)NCC(=O)Nc2ccccc2C)o1	nt	-3	7	3	nt	-1.4	-4	-3.2	9
Cc1ccc(OCC(=O)NNC(=O)CSc2ncnc3sc(C)c(C)c23)cc1	-0.6	1	-4	2	-5	nt	7	-4.1	0
CC(C)Oc1ccc(S(=O)(=O)N2CCOCC2)cc1NC(=O)c1cccc(S(=O)(=O)N2CCCC2)c1	nt	2	16	9	nt	1.7	6	-1.3	4
COc1ccc(C2CC(=O)N(C)c3ccccc3S2)cc1OC (stereo not given)	-0.2	-1	2	-4	-15	nt	-9	0.0	7
CCc1ccc(N(CC(=O)NC(C)(C)C)C(=O)CNC(=O)c2cccs2)cc1	-0.9	2	10	1	-2	1.1	-2	-3.5	7
O=C(c1ccco1)N1CCN(S(=O)(=O)c2ccc(Oc3ccccc3)cc2)CC1	-4.4	-1	-3	-15	2	0.6	4	0.3	-10
NC(=O)c1ncn([C@@H]2O[C@H](CNCc3cccc(OC4CCCC4)c3)[C@@H](O)[C@H]2O)n1	nt	-1	4	-7	nt	-0.4	-4	-1.1	-1
CNC(=S)/N=C(\Nc1ccc(C)cc1)c1ccccc1	-0.7	-5	-9	5	-2	-0.8	1	-3.4	9
Cc1ccc(Cc2c(-c3cccc(Cl)c3)nc3c(C)cc(Br)cn23)cc1	nt	-4	nt	2	nt	-1.4	-2	-4.4	nt
Cc1nc2ccccc2c(=O)n1-c1cccc(C(F)(F)F)c1	-0.3	-1	3	?	-11	0.3	-5	-2.8	4
COc1ccc(C[C@H]2CN3C(=NC[C@@H]3Cc3ccc(O)cc3)N2C[C@H](C)NC(=O)CCC2CCCCC2)cc1	-0.2	1	2	-20	0	-0.8	-8	-1.8	24
COCCS(=O)(=O)N(Cc1ccc(Br)cc1)[C@@H](C)C(=O)OC	nt	3	5	1	nt	-1.9	0	0.3	0

Assay outcomes as filed in PubChem BioAssay.
